proCasp7 act: procaspase-7 activators, primary screen, counter-screen for procaspase-3 activator project, biochemical, absorbance, HTS, human; Caspase-7 (Homo sapiens), P55210; recombinant procaspase-7, Ac-DEVD-pNA absorbance 405 nm; D23A/D198A/D206A triple mutant, cannot self-cleave; scale: DMSO 0, 5 µM enzyme 100; activation, % at 8.5 µM; actives 0.093% (n = 330,000); AID 463210, 2010;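 active = percent activation above the screen-wide mean plus 3 SD, cut at about 25% in these data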
Target sequence (P55210 whole entry D23A/D198A/D206A): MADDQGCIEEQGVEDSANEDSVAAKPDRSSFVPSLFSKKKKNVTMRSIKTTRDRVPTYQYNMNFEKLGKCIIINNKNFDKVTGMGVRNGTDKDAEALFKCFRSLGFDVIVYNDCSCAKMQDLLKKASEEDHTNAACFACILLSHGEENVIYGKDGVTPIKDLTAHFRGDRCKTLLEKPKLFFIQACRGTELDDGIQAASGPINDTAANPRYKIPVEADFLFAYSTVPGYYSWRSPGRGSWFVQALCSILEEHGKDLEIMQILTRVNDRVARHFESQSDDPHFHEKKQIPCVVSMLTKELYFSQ
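Test system: Procaspase-7 triple mutant (PC-7 D3A). Also added: Ac-DEVD-pNA substrate, 400 µM as added. Schedule: 1 h enzyme–compound preincubation and 2 h substrate reaction, both 25 °C. Signal: p-Nitroaniline absorbance at 405 nm, read at 0 and 120 min. Control set: low DMSO alone, high DMSO plus 5 µM PC-7.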
PP5 primary: PP5 phosphatase inhibitors, primary screen, biochemical, fluorescence. purified PP5c, OMFP substrate fluorescence. inhibition, % at 6.7 µM. actives 0.18% (n = 320,000);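 active = inhibition above the campaign's mean inhibition across all tested compounds plus 3 SD, cut at about 9.5% in these data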;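 also: 0% = DMSO only and 100% = 100 µM cantharidin control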
TPT1 inhibitor: Candida albicans TPT1 enzyme inhibitors, primary screen, biochemical, fluorescence polarization; recombinant caTPT1, FP RNA substrate dephosphorylation; actives 0.81% (n = 300,000); AID 1962, 2009; tRNA 2'-phosphotransferase TPT1 (Candida albicans SC5314); inhibition, % at 5 µM;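 active = inhibition above the mean of all tested compounds plus 3 SD, set per screening campaign, cut at about 24% in these data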;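 also: plate controls were DMSO alone for no effect and ferristatin control at 100 nM for full effect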
JMJD2C inh: inhibitors of GASC-1 histone demethylase, primary screen, biochemical, fluorescence, DELFIA europium | actives 0.069% (n = 330,000) | GST-JMJD2C(1-420) H3K9me3 demethylation | inhibition, % at 2.35 µM | AID 2099, 2009 | Lysine-specific demethylase 4C (Homo sapiens), Q9H3R0;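 active = more than half of a compound's replicate wells show inhibition beyond 50%, single wells judged on their own value; inconclusive = some, but no more than half, of replicates pass 50% inhibition; inactive = no replicate passes 50% inhibition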;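 also: signal counts dimethyl H3K9 product captured on neutravidin plate; 0% = median of DMSO wells and 100% = 0.3 times that DMSO median; strong numbers were not always called active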
PP1 inh: PP1-alpha phosphatase inhibitors, primary screen, counter-screen for PP5 inhibitor project, biochemical, fluorescence, OMFP substrate, single point; actives 0.9% (n = 320,000); purified PP1alpha; inhibition, % at 6.7 µM; AID 2235, 2010;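 active = inhibition above the mean inhibition of all tested compounds plus 3 SD, computed separately for each screening campaign, cut at about 15% in these data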
Target sequence (P62136 whole entry, looked up): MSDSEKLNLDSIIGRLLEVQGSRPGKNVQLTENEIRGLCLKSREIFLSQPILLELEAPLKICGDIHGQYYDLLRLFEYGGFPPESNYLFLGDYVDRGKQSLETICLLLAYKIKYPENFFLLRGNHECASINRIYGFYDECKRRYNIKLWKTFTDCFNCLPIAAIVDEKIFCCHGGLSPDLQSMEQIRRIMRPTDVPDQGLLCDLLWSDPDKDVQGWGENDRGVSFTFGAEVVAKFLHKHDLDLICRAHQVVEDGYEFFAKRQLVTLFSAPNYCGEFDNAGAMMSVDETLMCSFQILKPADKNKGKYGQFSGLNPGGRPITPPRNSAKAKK
procasp3 activ: activators of human procaspase-3 D3A mutant, primary screen, biochemical, absorbance, PC-3 D3A mutant, single concentration | Caspase-3 (Homo sapiens), P42574 | recombinant procaspase-3 D3A, Ac-DEVD-pNA absorbance 405 nm | activation, % at 8.5 µM | actives 0.11% (n = 330,000) | AID 463141, 2010;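 active = activation above the mean of all tested compounds plus 3 SD, cut at about 21% in these data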;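 also: 0% = DMSO alone and 100% = DMSO wells spiked with extra 5 µM PC-3 D3A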
Target sequence (P42574 whole entry D9A/D28A/D175A): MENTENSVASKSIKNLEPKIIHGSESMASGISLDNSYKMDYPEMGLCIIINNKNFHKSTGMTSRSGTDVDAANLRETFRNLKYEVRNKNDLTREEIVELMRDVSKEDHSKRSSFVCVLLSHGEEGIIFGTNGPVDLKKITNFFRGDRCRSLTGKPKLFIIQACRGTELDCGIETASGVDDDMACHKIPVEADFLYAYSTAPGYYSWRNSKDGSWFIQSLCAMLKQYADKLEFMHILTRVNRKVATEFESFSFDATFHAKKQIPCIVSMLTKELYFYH
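Assay system: Autoprocessing-dead procaspase-3 D3A mutant enzyme; also added: Ac-DEVD-pNA; doses: one concentration, 8.5 µM nominal, 0.8% DMSO; times: 1 h compound preincubation, 2 h substrate hydrolysis at 25 °C; technique: 405 nm absorbance of p-nitroaniline, reads at 0 and 120 min; measure: % activation between DMSO and enzyme-spiked controls; repeats: single replicate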
core dimer inh: inhibitors of HCV core protein dimerization, primary screen, biochemical, TR-FRET, high-throughput; TR-FRET GST/Flag-core106 dimerization, 1536-well; inhibition, % at 5 µM; actives 0.33% (n = 300,000);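 active = inhibition above the mean of all tested compounds plus 3 SD, set per screening campaign, cut at about 45% in these data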
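System – GST-tagged and Flag-tagged HCV core protein residues 1-106 · Repeats – one well for each compound · Technique – TR-FRET 671 and 617 nm emission · Doses – one concentration, 5 µM, in 0.5% DMSO · Times – 4 h, 22.5 °C incubation · Also added – Eu donor and XL665 acceptor anti-tag antibodies · Measure – percent inhibition of core106 dimerization signal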
Fh CTSL1 inh: Fasciola hepatica cathepsin L1 inhibitors, primary screen, counter-screen for PFM18AAP inhibitor project, biochemical, QFRET, fluorogenic peptide substrate; recombinant F. hepatica cathepsin L1, Z-Leu-Arg-MCA fluorescence; inhibition, % at 5.96 µM; actives 0.49% (n = 300,000);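 active = inhibition above the mean of all tested compounds plus 3 SD, set per screening campaign, cut at about 17% in these data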;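 also: 0% = plate median of test compound wells and 100% = 1 µM Z-Phe-Ala-diazomethylketone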
Efflux pump inh: inhibitors of Candida efflux pumps in yeast, primary screen, S. cerevisiae, Nile Red, multiplex; S. cerevisiae Candida pump triplex; inhibition, % at 10 µM; actives 0.44% (n = 330,000); AID 485275, 2010;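 active = plate passing quality check with inhibition over a set limit, or well fluorescence over plate mean plus 4 SD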;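 also: Nile Red retained in pooled yeast measured as flow cytometry median fluorescence; 0% = buffer negative control and 100% = Enniatin B positive control; higher means more Nile Red kept so more efflux inhibition; some compounds called inactive have numbers as strong as hits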
An asterisk follows results filed as active; ? = inconclusive; . = not tested or not shown.

SMILES	proCasp7 act	PP5 primary	TPT1 inhibitor	JMJD2C inh	PP1 inh	procasp3 activ	core dimer inh	Fh CTSL1 inh	Efflux pump inh
Cc1cc(C)c(C)c(S(=O)(=O)N2C(=S)NC(=O)C2CC(C)C)c1C (stereo not given)	-1	3.0	0	-1	-1	-8	20	-1	0.4
CCOc1ncccc1C(=O)OCC(=O)Nc1c(C)cccc1C	8	0.9	-4	1	-1	4	-7	-4	0.0
CCCCN1C(=N)N([C@@H](C)CN2CCC[C@H]2CN2C(N)=NC[C@H]2CC(C)C)C[C@H]1[C@H](C)CC	-6	.	.	-13	.	11	.	.	0.1
Cn1nc(C(=O)NC2CCC(O)CC2)c2ccccc2c1=O (stereo not given)	9	0.9	.	.	-3	6	.	.	-0.1
COCCNC(=O)C(=O)Nc1ccc2c(c1)N(S(=O)(=O)c1cccs1)CCC2	-1	-1.2	-2	-15	2	4	1	1	0.0
CCOc1ccccc1/C=N/Nc1nc2ccccc2o1	4	-2.0	-3	77	1	-1	-1	5	-0.2
Cc1nonc1NC(=O)c1oc2ccccc2c1C	-1	3.6	-6	-5	-12	-9	-15	2	0.1
Cc1nc2c(C#N)c[nH]n2c(=O)c1Cc1ccccc1	8	-0.5	8	-1	0	-6	-3	-5	-0.1
CCc1ccc(C(=O)C(C)OC(=O)c2cccc(S(=O)(=O)N3CCOCC3)c2)cc1 (stereo not given)	-3	1.7	1	?	0	-6	4	-24	0.3
COc1ccc2ccccc2c1/C=N/NC(=O)c1nnn(-c2nonc2N)c1CN(C)C	-13	1.4	1	2	6	4	-8	-2	0.1
Cc1cc(=O)oc(C)c1C(=O)NCCNC(=O)c1c(C)cc(=O)oc1C	6	0.3	-4	16	-3	2	-1	0	-0.1
O=C(CSc1nnnn1-c1ccccc1)N1N=CCC1c1ccccc1 (stereo not given)	-5	4.0	0	-4	0	3	-9	0	-0.2
CC(C)c1nn2c(N)c(/C=C3\C=Nc4ccccc43)c(=O)nc2s1	-18	4.5	10	2	1	-12	5	2	0.0
Cn1c(=O)c2c(nc(NC3CCCC3)n2C)n(C)c1=O	10	-0.3	-3	9	0	-1	4	-2	0.0
CCOC(=O)c1ccc(NC(=S)NCCc2ccc(OC)c(OC)c2)cc1	2	5.5	0	2	-5	2	-7	-3	-0.1
Cc1ccc(C(=O)Nc2cccc3cccnc23)cc1C	0	0.9	0	-1	-3	7	9	0	-0.1
Cc1ccc(-c2nnn(CC(=O)N(c3ccccc3F)C(C(=O)NC3CCCC3)c3ccco3)n2)o1 (stereo not given)	-3	3.6	-2	-11	-2	4	-2	-2	0.1
CCN(CC(=O)c1c(N)n(C)c(=O)n(C)c1=O)c1cccc2ccccc12	6	4.8	0	1	0	0	-3	-2	0.1
Nc1ccccc1Sc1ccccc1[N+](=O)[O-]	-2	3.6	-2	18	-2	3	4	-7	-0.2
CCCn1c(=O)[nH]c(=O)c2c1nc(-c1ccc(OC(F)(F)C(F)C(F)(F)F)cc1)n2CCOC (stereo not given)	0	-0.2	-8	14	5	-2	9	3	-0.2
O=C(Nc1ccc(F)cc1)OCCN1CCN(Cc2ccccc2)CCC1=O	5	5.7	1	8	2	10	-10	-3	0.2
CC(C)OC(=O)CSc1nnc(-c2ccc(Cl)cc2)n1N	7	-0.9	-6	-6	3	-8	2	0	-0.1
COC(=O)c1cc(Sc2c(Cl)cccc2Cl)ccn1	7	0.5	-4	-7	-5	0	-1	-1	0.0
CCCn1c(SCC(=O)Nc2cccc(Cl)c2Cl)n[nH]c1=O	13	0.4	-3	-17	4	-1	3	12	-0.1
CCc1ccc(NC(=O)[C@H](C)NC(=O)C2CCN(C(=O)[C@@H](N)C(C)C)CC2)cc1	9	0.7	-3	2	4	-3	9	0	-0.2
Cc1ccccc1C(=O)Nc1ccc(N(C)C)c2ccccc12	4	1.6	-1	5	-2	5	3	0	0.2
O=C(COC(=O)c1ccc(Br)c(S(=O)(=O)N2CCOCC2)c1)NC1CC1	-3	.	.	1	.	9	.	.	-0.1
O=C1CCCN1c1cc(Cl)ccc1Cl	6	-1.1	0	3	-2	7	-3	7	-0.1
O=c1[nH]c(NCCO)c(N=Cc2ccccc2)c(=O)[nH]1	4	4.0	-2	-8	-3	-4	-8	-2	-0.1
COc1cc(C(=O)NC2CCN(C)CC2)ccc1Nc1ncc2c(n1)N(C1CCC(O)CC1)CCC(=O)N2C (stereo not given)	9	.	.	3	.	7	.	.	-0.3
Brc1ccc2c(c1)OCCOCCOCCOCCOCCOCCO2	13	1.2	1	0	1	4	-2	-1	0.0
CC(C)c1ccc(NC(=O)C(c2ccccc2)N2CC(=O)Nc3ccccc32)cc1 (stereo not given)	-1	-1.2	-1	-9	12	6	43	2	0.1
Clc1cccc(CN2CCCCCC2)c1Cl	-3	3.8	1	4	1	-2	0	-1	0.0
COc1ccc(C(=O)c2c(N)sc3c2CCN(C)C3)cc1	-5	1.6	42*	-20	0	-6	-12	3	0.0
Cc1ccc(NC(=O)CSc2nnnn2-c2cccnc2)c(C)c1	5	-1.9	1	-4	-3	-6	0	1	-0.2
O=C(NCc1ccccc1)C(c1cccnc1)N(C(=O)c1ccccn1)c1ccc(F)cc1 (stereo not given)	-2	1.0	2	-6	3	7	-1	0	-0.1
C#CCOCCOCCOCCNc1nc(N2CCN(C(=O)[C@H](CCCCN)n3cc(CN)nn3)CC2)nc(N2CCN(C(=O)[C@H](CO)n3cc([C@@H](N)C(C)C)nn3)CC2)n1	10	.	.	10	.	9	.	.	-0.2
CC1=NN(C(C#N)c2ccccc2)C(C)(C)C1 (stereo not given)	2	1.8	0	9	-4	-1	-4	-3	-0.1
COc1ccc(NC(=O)c2csc3c2CCCC3)cc1	-5	4.9	-2	2	2	3	-1	3	0.1
Oc1csc(Cc2nc(-c3ccc(Br)cc3)cs2)n1	-12	3.7	4	-5	7	-10	18	-2	0.2
COc1ccccc1-c1nc(C#N)c(N2CC(C)CC(C)C2)o1 (stereo not given)	-5	-2.0	-3	-15	1	-1	-3	1	0.0
O=C(Nc1cccc(S(=O)(=O)N2CCCC2)c1)c1ccc2ccccc2n1	2	-1.1	4	3	-1	-3	5	-1	-0.1
CCOc1ccc(C2/C(=C(\O)c3ccc4c(c3)OCCO4)C(=O)C(=O)N2Cc2cccnc2)cc1OCC (stereo not given)	-79	-1.8	0	-8	1	-13	-1	2	0.4
Cc1ccc(S(=O)(=O)NC(=NC(C)C)c2ccccc2)cc1	-2	-1.2	1	46	-2	3	-3	5	-0.1
COc1ccc(C2=NCC(CSc3nccc(=O)[nH]3)S2)cc1 (stereo not given)	11	-2.1	-4	8	3	9	3	1	0.1
CCn1cc(C(=O)N[C@@H](CCSC)C(=O)NCCCN2CCOCC2)c(=O)c2cc3c(cc21)OCO3	8	1.1	-2	-2	-2	7	-9	-3	-0.2
O=C(NCCc1ccccc1)C1CCCN(C(=O)Nc2ccc(F)cc2)C1 (stereo not given)	2	1.1	2	-5	-3	1	6	3	-0.1
CCSc1nc(=S)n(CC)c(C)c1C(C)=O	-7	0.6	0	5	-3	0	-9	1	-0.7
COc1cccc(CNS(=O)(=O)c2ccc3c(c2)CC(C)N3C(C)=O)c1 (stereo not given)	-3	0.1	0	-2	-5	4	5	-1	-0.1
COc1cc(NC(=O)Cn2c(C)cc3ccccc3c2=O)cc(OC)c1OC	5	-0.4	-3	-2	4	-3	-1	2	-0.1
O=c1cc(Nc2cccc(Br)c2)[nH]c(=O)[nH]1	-1	2.7	-11	19	5	6	5	-9	0.2
CCCCn1c(SCC(=O)NCc2ccco2)nc2c(sc3ccccc32)c1=O	5	-2.4	3	-4	22*	0	5	0	0.7
O=C1CSC2(CCCCC2)N1CCO	1	-1.7	-4	-30	3	1	-2	-1	-0.2
O=C(c1ccccn1)N1CCCC(N2CCN(c3ccc(F)cc3)CC2)C1 (stereo not given)	7	0.5	-2	-8	-7	0	3	-6	0.0
Cc1ccc(SCC(=O)NN=C2CCN(C)CC2)cc1	-1	-3.3	1	-4	-2	-12	0	2	-0.1
COc1ccc(-c2cc(C(=O)N3CC(C)CC(C)C3)c3ccccc3n2)cc1OC (stereo not given)	12	3.4	-1	-2	-1	0	9	1	-0.1
O=C(C1CC1)N1N=C(c2cccc(Br)c2)CC1(O)C(F)(F)F (stereo not given)	-7	-1.9	-1	0	3	-4	-16	0	-0.1
CC1(C)Oc2ccc(C(=O)N/N=C/c3ccc(O)cc3)cc2NC1=O	-4	1.1	1	-1	-2	0	-1	6	-0.1
O=S(=O)(c1ccc(Br)s1)N1CCN(c2ccnc3cc(Cl)ccc23)CC1	-2	1.9	-1	-19	5	2	6	-6	0.3
COc1cccc(-n2c(SCC(=O)Nc3ccc4c(c3)CCC4)nc3ccccc3c2=O)c1	-5	1.2	0	6	19*	2	7	4	0.2

Going on with the list:
SMILES	proCasp7 act	PP5 primary	TPT1 inhibitor	JMJD2C inh	PP1 inh	procasp3 activ	core dimer inh	Fh CTSL1 inh	Efflux pump inh
CCC(C)n1c(OC)nc2c1c(=O)n(C)c(=O)n2C (stereo not given)	5	1.1	-2	-9	-5	6	-3	1	0.1
COc1cc2ccccc2cc1C(=O)N1CCN(c2ccccn2)CC1	-4	-1.4	1	1	-2	-2	3	2	0.1
O=C1OCCN1C(=O)[C@H]1[C@H](c2ccc(F)cc2)C(c2ccc(F)cc2)=NN1c1ccccc1	0	0.5	5	-14	2	-9	-4	-2	-0.1
O=C(c1ccc([N+](=O)[O-])cc1)N1CCN(c2cccc3[nH]ccc23)CC1	-3	1.4	-2	-1	-1	-6	2	-3	0.0
Cc1ccc(S(=O)(=O)Nc2ccccc2F)cc1C(=O)NCCCN1CCCC1=O	11	0.0	-6	0	-2	5	3	-2	-0.3
Cc1ccc2[nH]c(C(=O)N3CCOCC3)cc2c1	3	0.2	-2	6	-3	2	1	1	0.2
